# Source: PubChem
# D1 antag – blocks dopamine activation of the human D1 receptor; P21728; HEK293 TREx D1 cells, calcium flux, dopamine EC80; stronger effect = lower value; activity change, negative = inhibition, % at 10 µM; 3.2% of 360,000 active; in the data active means activity change below about -30%; further: on the % scale 0 is the no-effect control and ±100 the full control effect
# Target sequence (P21728 whole entry, looked up): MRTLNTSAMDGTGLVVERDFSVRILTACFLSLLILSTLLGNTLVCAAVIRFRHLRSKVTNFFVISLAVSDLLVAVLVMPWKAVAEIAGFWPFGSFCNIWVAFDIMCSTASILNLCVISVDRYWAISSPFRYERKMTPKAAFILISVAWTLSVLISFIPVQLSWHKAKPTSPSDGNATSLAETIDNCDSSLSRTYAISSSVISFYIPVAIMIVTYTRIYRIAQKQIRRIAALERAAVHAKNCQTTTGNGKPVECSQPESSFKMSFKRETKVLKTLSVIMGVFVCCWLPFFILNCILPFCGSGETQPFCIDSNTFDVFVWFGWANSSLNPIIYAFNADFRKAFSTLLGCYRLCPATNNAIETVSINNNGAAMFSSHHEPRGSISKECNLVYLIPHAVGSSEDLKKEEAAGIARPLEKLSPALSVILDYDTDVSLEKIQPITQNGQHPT
#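 Compound effects on dopamine-evoked calcium signalling were measured in tetracycline-induced HEK293 Trex D1 cells. Dopamine at EC80 followed a 180 s compound pre-read, and fluorescence was tracked kinetically for 180 s more.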
# D2 ag – agonists of human D2 dopamine receptor; P14416; HEK293 T-REx D2 cells, calcium flux agonist mode; activation, % at 2 µM; 0.53% of 340,000 active; AID 485358;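 active means activation over 3 SD above normal in the single-dose calcium agonist read, cut at about 30% in these data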; further: 0% is about no effect
# Target sequence (P14416 whole entry, looked up): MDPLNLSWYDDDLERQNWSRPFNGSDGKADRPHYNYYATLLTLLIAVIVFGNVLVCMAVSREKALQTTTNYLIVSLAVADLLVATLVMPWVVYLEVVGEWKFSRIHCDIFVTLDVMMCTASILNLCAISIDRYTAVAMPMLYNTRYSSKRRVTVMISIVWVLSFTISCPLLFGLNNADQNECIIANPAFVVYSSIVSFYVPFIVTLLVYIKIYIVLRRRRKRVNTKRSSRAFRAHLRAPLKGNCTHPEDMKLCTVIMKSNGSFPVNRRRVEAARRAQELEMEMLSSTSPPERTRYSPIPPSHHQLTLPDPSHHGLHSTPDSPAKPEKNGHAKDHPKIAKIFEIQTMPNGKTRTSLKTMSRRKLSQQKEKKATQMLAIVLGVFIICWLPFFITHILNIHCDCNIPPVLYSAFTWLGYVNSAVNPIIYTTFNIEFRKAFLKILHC
#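 HEK293 Trex D2 cells, tetracycline-induced, o/n 30 C 5% CO2; no-wash Ca dye, RT 30–90 min; 10-cycle baseline, 23 nl cpd added, kinetic Ca read 180 s; agonist hits = positive Ca response.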
# TRHR PAM – TRH receptor (human) allosteric enhancement | enhancement, % at 2 µM | 0.66% of 360,000 active | P34981 | TRHR cells, fluo-8 calcium fluorescence, EC20 TRH enhancement; in the data active means enhancement above about 30%; further: 0% is about no effect
#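 Enhancer read-out: after compound pinning and an initial kinetic agonist-mode read, an EC20 of TRH (10 nM final) was injected and fluo-8 calcium signal (Ex 480/Em 530) followed at 1 s/cycle for 100 cycles in TRHR-expressing cells.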
# D2 potentiator – positively modulates the human D2 dopamine receptor allosterically; P14416; 0.34% of 340,000 active; potentiation, % at 10 µM; HEK293 T-REx D2, calcium flux, EC20 dopamine potentiation;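 active means potentiation over 3 SD above the plate norm, cut at about 30% in these data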; further: 0% is about no effect
#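 Calcium flux readout, no-wash dye, 1 read/s. Inducible HEK293 Trex D2 line, overnight 30 C. Compound alone 180 s (agonist flags), then EC20 dopamine, another 180 s to score potentiation.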
# RXFP1 agonist – agonists of human relaxin receptor RXFP1. 0.3% of 370,000 active. Potency, µM (titrated, usually from 57.5 µM), without a hit: at the top dose activation, hits mostly activators. Q9HBX9. HEK293T-RXFP1 cAMP TR-FRET, 30 min; response scale: percent of porcine relaxin response, buffer zero; active means well fitted activation curve with a large enough effect; further: potency means the concentration at half of the fitted maximal effect; on the % scale 0 is the no-effect control and ±100 the full control effect; nearly all actives have a fitted effect of over 60% in size; many of its hits are not listed in these tables
#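 cAMP rise read by TR-FRET after 30 min, 37C compound exposure (up to 58 uM) in RXFP1-transfected HEK293 cells with Ro 20174 present. EC50 from Hill-equation fits, with 29 nM porcine relaxin as 100% and buffer as basal.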
# D1 ag – activates the human D1 dopamine receptor | P21728 | HEK293 T-REx D1 cells, calcium flux, agonist mode | activation, % at 2 µM | 1% of 360,000 active | AID 504660; in the data active means activation above about 30%; further: 0% is about no effect
#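 Agonism was scored from calcium flux recorded over 180 s (1 read/s) after pintool compound addition, following a 10-cycle baseline. Cells were inducible force-coupled HEK293 TREx D1, plated overnight at 30 C and loaded with no-wash calcium dye.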
# D2 antagonist – antagonists of human D2 dopamine receptor; P14416; 2% of 340,000 active; HEK293 TREx D2 cells, calcium flux, dopamine EC80; inhibition, % at 10 µM; in the data active means inhibition above about 30%; further: 0% is about no effect
#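 Tetracycline-induced HEK293 TREx cells expressing D2 receptor forced-coupled to calcium signalling, loaded with no-wash calcium dye. Compounds added and calcium flux read 180 s, then dopamine added at EC80 and read a further 180 s.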
# RXFP1 antagonist – antagonists of human relaxin receptor RXFP1; HEK293-RXFP1, relaxin-stimulated cAMP HTRF, 30 min; stronger effect = lower value; AID 1259400; Q9HBX9; 0.59% of 350,000 active; activity change, negative = inhibition, % at 57.5 µM;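 active means activity change of -60% or lower, but not beyond a set lower limit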; further: on the % scale 0 is the no-effect control and ±100 the full control effect
# D1 PAM – human D1 dopamine receptor positive modulation; HEK293 TREx D1 cells, calcium flux, dopamine EC20 potentiation; AID 504651; P21728; potentiation, % at 10 µM; 0.036% of 360,000 active; in the data active means potentiation above about 30%; further: 0% is about no effect
# Active calls of the source: *; / = no result given; & = joins results of further samples. An excerpt; the hit share may differ from the screen's.
# Fields: D1 antag	D2 ag	TRHR PAM	D2 potentiator	RXFP1 agonist	D1 ag	D2 antagonist	RXFP1 antagonist	D1 PAM
COc1ccc(OC)c(C2C(C#N)=C(N)N(N(C)C)C3=C2C(=O)CCC3)c1 (configuration not stated)
  0	1.1	-3	14	0.0%	1	-4	-6	12
CCn1c(=N)n(CCO)c2ccccc21
  0	-0.1	5	5	1.2%	4	-11	-8	-7
CCCCCc1cc(=O)oc2c(C(CCN3CCCC3)c3cc(OC)c(OC)c(OC)c3)c(OC)cc(OC)c12 (configuration not stated)
  -34*	-0.3	1	-3	-3.3%	37*	-45	/	-13
COc1ccc(OC)c(Nc2ncnc3ccccc23)c1
  -2	0.0	-3	-3	-1.8%	1	/	18	3
Cc1ccsc1C(=O)Nc1nc2ccccc2[nH]1
  -1	0.4	9	9	-0.2%	1	-7	4	-1
CCOC(=O)c1cccc(NC(=O)/C(=C\c2ccccc2)NC(=O)c2ccccc2Cl)c1
  -12	-0.2	-16	-6	-0.1%	1	27	-20	-2
O=C(N/N=C/c1cc(Br)cc(Br)c1O)c1cccc(S(=O)(=O)N2CCOCC2)c1
  -29	1.9	0	-12	3.6%	10	-3	13	-8
O=C(CSc1nnc(CCc2nc3ccccc3[nH]2)n1-c1ccccc1)NCc1ccccc1
  11	-0.9	-2	3	-0.1%	6	15	-18	-2
COc1ccc(OC)c(/C=C/C(=O)N2C(=O)c3cccc(N)c3C2=O)c1
  -11	0.4	-7	12	2.8%	0	-2	1	1
O=C(c1ccc(N2CCCS2(=O)=O)cc1)N1CCN(c2ccccc2)CC1
  0	8.2	-1	-3	-3.0%	-3	-2	13	0
CCOc1ccc(C2NC(=S)NC3=C2CCc2ccccc23)cc1 (configuration not stated)
  -10	-2.6	6	3	-0.9%	3	-10	-11	3
CCN(C(=O)COC(=O)CNC(=O)c1ccc(F)cc1)C1CCS(=O)(=O)C1 (configuration not stated)
  -11	0.3	-4	16	-1.5%	5	-14	0	-3
COc1cc2c(cc1OC)C(CSc1ccccc1C(=O)O)=NC(C)(C)C2
  1	0.1	8	11	1.9%	3	-3	-14	3
COc1ccc(C(=O)Nc2cccnc2Sc2ccc(Cl)cc2)cc1
  -21	-2.3	-3	11	1.7%	3	3	-8	2
COc1ccc(F)c(CN2CCCC(CNS(=O)(=O)c3cccc4cccnc34)C2)c1 (configuration not stated)
  -24	0.2	-2	6	0.3%	4	24	8	6
Oc1ccc(/C=N/n2c(COc3ccccc3)n[nH]c2=S)cc1O
  -4	-1.0	-10	-2	1.5%	1	-9	-3	1
Cc1ccc(S(=O)(=O)N2CCOCC2)cc1NC(=O)CNCc1ccccc1Cl
  5	39*	5	9	2.1%	8	0	-12	-5
CCc1ccc(S(=O)(=O)c2cn(Cc3ccccc3F)c3cc(OC)c(OC)cc3c2=O)cc1
  2	1.3	5	8	0.0%	3	/	-15	4
Cc1ccc(CN2CCc3[nH]c(=S)[nH]c(=O)c3C2)cc1
  -4	2.3	1	-5	5.7%	2	29	-1	4
Cc1ccc(/C=N\n2c(-c3ccccc3)n[nH]c2=S)s1
  7	1.3	21	1	0.1%	-2	-10	13	0

# By substructure: the compounds so far containing a thiophene ring, fused or not.
# Fields: D1 antag	D2 ag	TRHR PAM	D2 potentiator	RXFP1 agonist	D1 ag	D2 antagonist	RXFP1 antagonist	D1 PAM
Cc1ccsc1C(=O)Nc1nc2ccccc2[nH]1
  -1	0.4	9	9	-0.2%	1	-7	4	-1
Cc1ccc(/C=N\n2c(-c3ccccc3)n[nH]c2=S)s1
  7	1.3	21	1	0.1%	-2	-10	13	0

# Remaining list, next part:
# Fields: D1 antag	D2 ag	TRHR PAM	D2 potentiator	RXFP1 agonist	D1 ag	D2 antagonist	RXFP1 antagonist	D1 PAM
O=C(c1ccc2nc[nH]c2c1)N1CCN(c2cccc(C(F)(F)F)c2)CC1
  -16	-0.5	2	1	-4.5%	7	-7	4	0
O=c1c(OC2OC(CO)C(O)C(O)C2O)c(-c2ccc(O)c(O)c2)oc2cc(O)cc(O)c12 (configuration not stated)
  -1	0.7	-5	0	0.3%	1	-9	/	4
Cc1ccc(-n2c(C)cn(C(=O)c3ccccc3)c2=S)cc1
  10	-1.5	-3	-8	-2.4%	0	-14	-2	3
CN(C)/C=N/c1[nH]ncc1C#N
  2	1.7	-3	2	1.1%	1	3	-8	2
O=C(NC1CCCCC1)Oc1ccccc1
  7	0.3	0	3	1.7%	3	-6	-3	-2
O=C(Nc1ccc(N2CCC(N3CCCCC3)CC2)c(C(=O)O)c1)c1ccccc1
  27	0.2	-2	-12	0.1%	2	/	-6	3
CCOCCCNS(=O)(=O)Cc1ccccc1
  3	-1.6	-4	15	2.3%	2	-4	-13	-9
O=C(CN1CCOCC1)NNc1nc(-c2ccccc2)c2cc(Br)ccc2n1
  5	0.2	-7	17	2.3%	3	2	-5	4
Cc1ccc(C(=O)Oc2cc(C)n(C)c(=O)c2)cc1
  -10	0.2	-1	-3	0.6%	2	4	-22	-2
CCOC(=O)c1cc(-c2ccc(C)cc2)n(CCC(=O)NCCCOC)c1C
  -5	-1.3	-4	-4	0.9%	4	2	4	-4
CC(CN1CCOCC1)OC(=O)c1cccs1 (configuration not stated)
  1	-0.2	5	7	2.0%	-1	-8	7	1
Cc1ccc(C(=O)NC(=S)Nc2ccc(N3CCOCC3)cc2)cc1C
  /	-0.7	4	5	-1.5%	0	-14	-21	-1
CCOC(=O)CNC(=O)c1ccccc1
  -3	0.3	-3	2	3.3%	-1	-2	4	-2
COc1ccc2c(c1)-c1nc(NC(=O)c3ccco3)sc1CC2
  -11	-1.1	-5	2	1.7%	1	5	-21	4
CCc1ccc(NC(=O)C(C)Nc2ccc(S(=O)(=O)NC(C)=O)cc2)cc1 (configuration not stated)
  3	1.5	-3	-5	-0.2%	2	2	-4	-4
COc1ccccc1-n1c(SCC(=O)NC2CCCC2)nc2cccnc21
  -5	-0.6	1	-2	0.0%	1	18	-7	1
O=C(NCC1CCCO1)c1ccc(CS(=O)(=O)c2ccc(Br)cc2)o1 (configuration not stated)
  -21	0.5	-1	17	0.1%	1	-7	-14	-3
CCOc1ccccc1OCCCC(=O)ON=C(N)c1ccccc1
  1	-1.0	3	0	1.0%	4	-27	-11	-2
CC1(C)CC(=O)C=C(Nc2cccc(F)c2)C1
  -23	0.3	-3	2	1.1%	1	0	-3	-2
CC(Oc1ccc(Cl)cc1)C(=O)Nc1ccccc1C(=O)N1CCOCC1 (configuration not stated)
  -1	0.6	-5	0	-0.1%	0	-5	0	0
COc1ccc(O)c(/C=N/NC(=O)c2cccc(N3CCCC3=O)c2)c1
  -9	1.0	6	-5	4.7%	0	-14	-5	-3
CCCCOP(=O)(c1ccc(N(C)C)cc1)C(O)c1ccc(OC)cc1 (configuration not stated)
  -12	2.0	3	5	2.5%	4	-16	-3	7
COc1cccc(CC(NC(C)=O)C(=O)NC2CCN(C(=O)Nc3ccc(C)cc3)CC2)c1 (configuration not stated)
  7	/	5	/	8.6%	1	/	5	-3
CC(C)Nc1nc(Cl)nc(NNC(=O)C(C)Oc2ccccc2)n1 (configuration not stated)
  15	0.6	-4	7	-0.6%	1	16	-7	-3
Cc1cc2oc(=O)cc(C)c2c2occ(-c3ccc(Cl)cc3)c12
  0	2.0	6	-6	-1.4%	1	/	-6	0
CC1(C)Cc2ccccc2C(COc2ccccc2)=N1
  8	0.4	2	4	0.3%	3	-27	2	-3
CCc1nnc(NS(=O)(=O)c2ccc(NC(=O)c3ccccc3C)cc2)s1
  -24	-0.1	-3	-2	0.3%	2	7	4	0
CC(C)NC(=O)c1n[nH]c(=O)c2ccccc12
  -9	-0.4	14	-2	2.1%	9	-21	5	-3
Cc1ccc(S(=O)(=O)NCc2csc(C)n2)c(C)c1
  -6	0.1	2	3	-0.5%	-1	-8	1	0
CCCCCCCC1(C)NC(=O)NC1=O (configuration not stated)
  -13	-0.6	0	6	-1.5%	2	16	2	-2
CCN(CC)CCN1C(=O)C(=O)/C(=C(/O)c2c(C)[nH]c(C(=O)OC)c2C)C1c1cccnc1 (configuration not stated)
  -18	1.9	-2	-4	1.0%	2	-16	-4	13
C/C(N)=C(/C#N)C(=O)COC(=O)COc1ccc(Cl)cc1
  -25	/	1	/	1.0%	12	/	-16&3	1
Cc1ccc(C)c(-c2cc(C(=O)N/N=C/c3cccnc3)c3ccccc3n2)c1
  -11	-0.2	-11	15	1.0%	1	-20	10	-2
O=C(NCc1ccccc1Cl)C(=O)NCC(c1ccco1)S(=O)(=O)c1cccs1 (configuration not stated)
  /	0.0	-3	7	0.4%	4	/	-26	4

# By substructure, the entries above with four or more nitrogen atoms
# Fields: D1 antag	D2 ag	TRHR PAM	D2 potentiator	RXFP1 agonist	D1 ag	D2 antagonist	RXFP1 antagonist	D1 PAM
COc1ccc(OC)c(C2C(C#N)=C(N)N(N(C)C)C3=C2C(=O)CCC3)c1 (configuration not stated)
  0	1.1	-3	14	0.0%	1	-4	-6	12
O=C(CSc1nnc(CCc2nc3ccccc3[nH]2)n1-c1ccccc1)NCc1ccccc1
  11	-0.9	-2	3	-0.1%	6	15	-18	-2
Oc1ccc(/C=N/n2c(COc3ccccc3)n[nH]c2=S)cc1O
  -4	-1.0	-10	-2	1.5%	1	-9	-3	1
Cc1ccc(/C=N\n2c(-c3ccccc3)n[nH]c2=S)s1
  7	1.3	21	1	0.1%	-2	-10	13	0
O=C(c1ccc2nc[nH]c2c1)N1CCN(c2cccc(C(F)(F)F)c2)CC1
  -16	-0.5	2	1	-4.5%	7	-7	4	0
CN(C)/C=N/c1[nH]ncc1C#N
  2	1.7	-3	2	1.1%	1	3	-8	2
O=C(CN1CCOCC1)NNc1nc(-c2ccccc2)c2cc(Br)ccc2n1
  5	0.2	-7	17	2.3%	3	2	-5	4
COc1ccccc1-n1c(SCC(=O)NC2CCCC2)nc2cccnc21
  -5	-0.6	1	-2	0.0%	1	18	-7	1
COc1cccc(CC(NC(C)=O)C(=O)NC2CCN(C(=O)Nc3ccc(C)cc3)CC2)c1 (configuration not stated)
  7	/	5	/	8.6%	1	/	5	-3
CC(C)Nc1nc(Cl)nc(NNC(=O)C(C)Oc2ccccc2)n1 (configuration not stated)
  15	0.6	-4	7	-0.6%	1	16	-7	-3
CCc1nnc(NS(=O)(=O)c2ccc(NC(=O)c3ccccc3C)cc2)s1
  -24	-0.1	-3	-2	0.3%	2	7	4	0
CCN(CC)CCN1C(=O)C(=O)/C(=C(/O)c2c(C)[nH]c(C(=O)OC)c2C)C1c1cccnc1 (configuration not stated)
  -18	1.9	-2	-4	1.0%	2	-16	-4	13
Cc1ccc(C)c(-c2cc(C(=O)N/N=C/c3cccnc3)c3ccccc3n2)c1
  -11	-0.2	-11	15	1.0%	1	-20	10	-2
